S100A4 inh HTS: inhibitors of human S100A4 binding to myosin IIA peptide. P26447. S100A4/TAMRA-MyoIIA peptide fluorescence polarization. inhibition, % at 10.7 µM. 360,000 tested, 0.14% active;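 active means mean inhibition of at least 70% across replicates, with every replicate also reaching that level; inconclusive means mean inhibition reaches 70% but some replicates fall short; inactive means mean inhibition below 70%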
Target sequence (P26447 whole entry, looked up): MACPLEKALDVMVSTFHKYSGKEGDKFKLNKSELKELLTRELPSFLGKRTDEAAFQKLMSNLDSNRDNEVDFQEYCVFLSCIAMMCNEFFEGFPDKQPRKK
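Test system: S100A4 monomer protein. Medium: HEPES buffer with Ca2+, pH 7.2. Reagent: fluorescent myosin IIA peptide, 5 nM. Compound dosing: single-point compound testing. Timing: 5 min between mix addition and reading. Benchmarks: DMSO neutral and TFP positive wells.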
DENV2 CPE: protects cells from dengue virus 2 cytopathic effect. DENV2-infected cells, cytopathic effect rescue, plate reader. CPE inhibition, % at 9.99 µM. 350,000 tested, 1.7% active. AID 651640; in the data active means CPE inhibition above about 20%, passing the limit was not always enough; inconclusive means no clear call, values can overlap the other calls; tested in BHK-21 cells;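 further: 0% = median of neutral control wells and 100% = median of positive control wells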
C2C12 statin: suppressors of simvastatin-induced myotoxicity in C2C12 myotubes; ATP luminescence, 48 h; scaled: DMSO 0, geranylgeraniol control 100; rescue of ATP level, % at 7.49 µM; 330,000 tested, 0.78% active;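 active means mean ATP rescue above about 67%, or every replicate alone reaching that limit, limit read from the data, passing the limit was not always enough; inconclusive means no clear call, values can overlap the other calls; inactive means mean under the limit and some replicate under it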;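 further: myotubes were challenged with 10 µM simvastatin during compound exposure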
E-selectin induc: induces E-selectin expression in human endothelial cells | activation, % at 7.58 µM | HUVEC E-selectin immunofluorescence imaging; normalized: neutral wells 0, TNF-alpha wells 100 | AID 686992 | 260,000 tested, 0.37% active;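 active means mean E-selectin-positive cell signal at least 10% of the positive control, reached in at least 60% of replicates, without over 20% cell loss; inconclusive means no rule given, readout overlaps actives, possibly toxicity-flagged; inactive means the rest, including those meeting only one limit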;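 further: in these data hits start at about 27%; measured in HUVEC primary endothelial cells; signal is the percent of cells scored E-selectin positive by PE staining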
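Assay system: HUVEC primary endothelial cells. Input: 3,000 HUVEC seeded per well. Doses: one compound dose added by pin transfer. Read-out basis: % PE-positive cells. Benchmarks: TNF-alpha high, DMSO low. Detection: immunofluorescence imaging. Buffer or medium: EGM-2, gelatin.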
ERp5 inh: ERp5 (human) disulfide isomerase inhibition; ERp5 insulin aggregation, absorbance 650 nm, 90 min; inhibition, % at 9.99 µM; 350,000 tested, 0.05% active;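 active means mean replicate inhibition above about 25%, with every replicate also reaching it, limit read from the data, passing the limit was not always enough; inconclusive means only one of those two criteria met; inactive means neither criterion met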
Target sequence (Q15084 whole entry, looked up): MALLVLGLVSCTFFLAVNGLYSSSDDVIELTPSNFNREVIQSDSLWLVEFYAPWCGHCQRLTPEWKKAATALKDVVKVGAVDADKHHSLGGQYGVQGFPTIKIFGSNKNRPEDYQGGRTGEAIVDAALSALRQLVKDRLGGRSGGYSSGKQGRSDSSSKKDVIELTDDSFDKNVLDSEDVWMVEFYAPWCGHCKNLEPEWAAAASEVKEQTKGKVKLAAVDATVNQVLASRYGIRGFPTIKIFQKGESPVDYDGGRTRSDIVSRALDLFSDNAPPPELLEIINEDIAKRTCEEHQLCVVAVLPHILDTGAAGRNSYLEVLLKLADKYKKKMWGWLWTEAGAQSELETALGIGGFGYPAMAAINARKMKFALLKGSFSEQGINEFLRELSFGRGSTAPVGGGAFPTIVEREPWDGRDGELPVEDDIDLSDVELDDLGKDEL
PglD inh: blocks C. jejuni PglD acetyltransferase activity | purified PglD enzyme, DTNB colorimetric CoA detection | inhibition, % at 12.5 µM | 360,000 tested, 0.098% active | AID 602405; in the data active means inhibition above about 16%, passing the limit was not always enough; inconclusive means no clear call, values can overlap the other calls; further: strong numbers were not always called active
SIRT5 block: blocks human SIRT5 desuccinylation of peptide; inhibition, % at 15 µM; Q9NXA8; AID 652115; Purified SirT5, succinyl-peptide AMC, trypsin-coupled fluorescence; 330,000 tested, 1.1% active; in the data active means inhibition above about 15%; inconclusive means no clear call, values can overlap the other calls
Target sequence (Q9NXA8 whole entry, looked up): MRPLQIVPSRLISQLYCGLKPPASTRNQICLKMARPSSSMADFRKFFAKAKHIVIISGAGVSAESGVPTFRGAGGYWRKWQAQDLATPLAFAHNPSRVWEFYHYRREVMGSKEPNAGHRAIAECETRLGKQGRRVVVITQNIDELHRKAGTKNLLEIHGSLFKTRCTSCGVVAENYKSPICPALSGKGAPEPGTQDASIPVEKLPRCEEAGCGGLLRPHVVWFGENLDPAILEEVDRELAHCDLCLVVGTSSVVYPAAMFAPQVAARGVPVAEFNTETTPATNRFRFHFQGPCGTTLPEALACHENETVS
* = called active by the depositor. A portion of the library (hit frequency here may not be typical).

The first three compounds, ahead of the listing:
What do the screens show for `C[C@H]1CN([C@@H](C)CO)C(=O)c2cccc(N(C)C)c2O[C@@H]1CN(C)S(=O)(=O)c1ccc(F)cc1`?
S100A4 inh HTS: 24; DENV2 CPE: -7; C2C12 statin: 3; ERp5 inh: -2; PglD inh: -4; SIRT5 block: 7

How did Cc1ccc(-c2ccc(=O)n(CC(=O)NCC3COCCO3)n2)cc1 (centres undefined) do in these assays?
S100A4 inh HTS: -6; DENV2 CPE: 15; C2C12 statin: 63; ERp5 inh: 4; PglD inh: 3; SIRT5 block: -2

How did O=C(N[C@H]1CC[C@H](CC(=O)N2CCc3ccccc3C2)O[C@@H]1CO)C1CC1 do in these assays?
S100A4 inh HTS: 3; DENV2 CPE: 3; C2C12 statin: 3; E-selectin induc: 0.2; ERp5 inh: -6; PglD inh: 3; SIRT5 block: 1

All compounds of this part, from the start:
What do the screens show for `C[C@H]1CN([C@@H](C)CO)C(=O)c2cccc(N(C)C)c2O[C@@H]1CN(C)S(=O)(=O)c1ccc(F)cc1`?
S100A4 inh HTS: 24; DENV2 CPE: -7; C2C12 statin: 3; ERp5 inh: -2; PglD inh: -4; SIRT5 block: 7

How did Cc1ccc(-c2ccc(=O)n(CC(=O)NCC3COCCO3)n2)cc1 (centres undefined) do in these assays?
S100A4 inh HTS: -6; DENV2 CPE: 15; C2C12 statin: 63; ERp5 inh: 4; PglD inh: 3; SIRT5 block: -2

How did O=C(N[C@H]1CC[C@H](CC(=O)N2CCc3ccccc3C2)O[C@@H]1CO)C1CC1 do in these assays?
S100A4 inh HTS: 3; DENV2 CPE: 3; C2C12 statin: 3; E-selectin induc: 0.2; ERp5 inh: -6; PglD inh: 3; SIRT5 block: 1

Results for COC(=O)c1cc(S(=O)(=O)NCc2ccc(F)cc2)cn1C ?
S100A4 inh HTS: -2; DENV2 CPE: -6; C2C12 statin: 2; E-selectin induc: 0.3; ERp5 inh: 1; PglD inh: -3

How did COc1ccc(-c2csc(C(C)(O)c3ccccc3)n2)cc1OC (centres undefined) do in these assays?
S100A4 inh HTS: -1; DENV2 CPE: -3; C2C12 statin: 112*; E-selectin induc: -0.2; ERp5 inh: -5; PglD inh: -1; SIRT5 block: 0

Results for O=C(Oc1ccc(/C=N/O)cc1)c1ccccc1Cl ?
S100A4 inh HTS: 9; DENV2 CPE: 2; E-selectin induc: -0.1; ERp5 inh: -6; SIRT5 block: -3

What do the screens show for `CN(C(=O)c1cccc(NC(=O)Cc2cccc(NC(=O)C3CCN(S(=O)(=O)c4cccc([N+](=O)[O-])c4)CC3)c2)c1)C1CC1`?
S100A4 inh HTS: -4; DENV2 CPE: inconclusive; C2C12 statin: 10; E-selectin induc: 2.1; ERp5 inh: -6; PglD inh: -1; SIRT5 block: 0

How did N#C[C@@H]1[C@@H](c2ccc(C3=CCCC3)cc2)[C@@H](CO)N1C(=O)NC1CCCC1 do in these assays?
S100A4 inh HTS: -7; DENV2 CPE: 17; C2C12 statin: 2; E-selectin induc: 0.1; ERp5 inh: -3; PglD inh: -2; SIRT5 block: 2

Results for O=C(Cc1ccsc1)N1CCN(S(=O)(=O)c2cccc(F)c2)CC1 ?
S100A4 inh HTS: -3; DENV2 CPE: -1; C2C12 statin: 4; E-selectin induc: -0.1; ERp5 inh: -4; PglD inh: -3; SIRT5 block: -3

What do the screens show for `CN1C(=O)c2cc(NC(=O)c3cccc(F)c3)ccc2OC[C@H]2O[C@@H](CC(=O)Nc3ccccc3)CC[C@H]21`?
S100A4 inh HTS: -3; DENV2 CPE: -9; C2C12 statin: 13; E-selectin induc: 0.2; ERp5 inh: 0; PglD inh: 5; SIRT5 block: 6

What do the screens show for `COc1ccc(Cc2c(-c3ccccc3)nc3c4ccccc4ccn23)c(C)c1`?
S100A4 inh HTS: -8; DENV2 CPE: -11; C2C12 statin: 17; E-selectin induc: 3.2; ERp5 inh: 4; PglD inh: -4; SIRT5 block: -3

Results for Cc1cc(NC(=O)CSc2nnc(-c3ccccc3Cl)o2)no1 ?
S100A4 inh HTS: -9; DENV2 CPE: -7; C2C12 statin: 3; ERp5 inh: -3; PglD inh: -2; SIRT5 block: 0

How did C[C@@H]1CN([C@@H](C)CO)C(=O)c2cccc(N(C)C)c2O[C@H]1CN(C)S(=O)(=O)c1ccccc1 do in these assays?
S100A4 inh HTS: 4; DENV2 CPE: -5; C2C12 statin: -29; E-selectin induc: -0.4; ERp5 inh: 1; PglD inh: 4; SIRT5 block: -1

Results for O=C(Cc1ccc(S(=O)(=O)N2CCOCC2)s1)Oc1ccc(F)cc1 ?
S100A4 inh HTS: -1; DENV2 CPE: -2; C2C12 statin: -7; E-selectin induc: 2.8; ERp5 inh: 3; PglD inh: 6; SIRT5 block: 1

How did CCOC(=O)C(C)n1cnc2c(nnn2-c2cccc(Cl)c2)c1=O (centres undefined) do in these assays?
S100A4 inh HTS: -6; DENV2 CPE: 0; C2C12 statin: -5; ERp5 inh: -2; PglD inh: 2; SIRT5 block: -2

What do the screens show for `C[C@H]1CN([C@@H](C)CO)C(=O)c2cc(NC(=O)Cc3ccccc3)ccc2O[C@H]1CN(C)CC1CC1`?
S100A4 inh HTS: 9; DENV2 CPE: 13; C2C12 statin: -5; E-selectin induc: -0.2; ERp5 inh: -3; PglD inh: 3; SIRT5 block: 1

What do the screens show for `Cc1noc(C)c1S(=O)(=O)N(C)C[C@H]1OCCCC[C@H](C)Oc2ccc(NS(=O)(=O)c3cn(C)cn3)cc2C(=O)N([C@@H](C)CO)C[C@@H]1C`?
S100A4 inh HTS: -5; DENV2 CPE: 8; E-selectin induc: 0.4; ERp5 inh: 1; PglD inh: -3; SIRT5 block: -1

How did Cc1ccccc1-n1c(SC(C)C(=O)NCC2CCCO2)nnc1-c1ccncc1 (centres undefined) do in these assays?
S100A4 inh HTS: 0; DENV2 CPE: 3; C2C12 statin: 0; E-selectin induc: -0.2; ERp5 inh: -2; PglD inh: -2; SIRT5 block: -5

How did Cc1ccc(NC(=O)c2cccc(C(F)(F)F)c2)cc1NC(=O)c1[nH]cnc1C(N)=O do in these assays?
S100A4 inh HTS: 17; C2C12 statin: -71; E-selectin induc: -0.1; ERp5 inh: 10; PglD inh: 3

Results for OC[C@H]1O[C@@H](Oc2ccc3cc(Br)ccc3c2)[C@H](O)[C@@H](O)[C@H]1O ?
S100A4 inh HTS: -6; DENV2 CPE: inconclusive; C2C12 statin: 3; E-selectin induc: 0.7; ERp5 inh: -2; PglD inh: 1; SIRT5 block: -2

How did CC1CCCN(c2nc(NCc3ccco3)nc(N)c2[N+](=O)[O-])C1 (centres undefined) do in these assays?
S100A4 inh HTS: -1; DENV2 CPE: 3; E-selectin induc: -2.5; ERp5 inh: -3; SIRT5 block: 0

What do the screens show for `Cc1nnc(NC(=O)CCC(=O)NC2CCCCCCC2)s1`?
S100A4 inh HTS: -13; DENV2 CPE: -1; E-selectin induc: 0.1; ERp5 inh: 3; SIRT5 block: -3

How did CC(C)NC(=O)Nc1ccc2c(c1)CC(=O)N([C@@H](C)CO)C[C@@H](C)[C@H](CN(C)CC1CCCCC1)O2 do in these assays?
S100A4 inh HTS: 6; DENV2 CPE: 11; C2C12 statin: -11; E-selectin induc: 1.1; ERp5 inh: -3; PglD inh: 0; SIRT5 block: 3

How did C[C@@H]1CN([C@@H](C)CO)C(=O)Cc2cc(NS(=O)(=O)c3ccc(Cl)cc3)ccc2O[C@@H]1CN(C)Cc1ccc(Cl)c(Cl)c1 do in these assays?
S100A4 inh HTS: 1; DENV2 CPE: -3; C2C12 statin: 29; E-selectin induc: -0.5; ERp5 inh: 8; PglD inh: -3; SIRT5 block: -6

What do the screens show for `C[C@@H]1CN([C@H](C)CO)C(=O)Cc2cc(NC(=O)Nc3ccc(F)cc3)ccc2O[C@@H]1CN(C)Cc1ccc(Cl)c(Cl)c1`?
S100A4 inh HTS: -6; DENV2 CPE: 5; C2C12 statin: 11; E-selectin induc: 0.4; ERp5 inh: 6; PglD inh: 0; SIRT5 block: 2

Results for COC(=O)C1(C(=O)OC)C/C=C\CN(S(=O)(=O)c2ccccc2[N+](=O)[O-])CC1 ?
S100A4 inh HTS: -5; DENV2 CPE: -7; ERp5 inh: 4; SIRT5 block: -5

How did CSCC[C@H](NC(=O)[C@H](Cc1ccccc1)n1c(=O)[nH]c2ccccc2c1=O)C(=O)NCC1CCC(C(=O)O)CC1 (some centres undefined) do in these assays?
S100A4 inh HTS: -1; DENV2 CPE: -2; C2C12 statin: 4; ERp5 inh: 5; PglD inh: 5

Results for O=C(CC1C(=O)NCCN1C(=O)Nc1ccc(F)cc1)Nc1ccc(F)cc1 (centres undefined) ?
S100A4 inh HTS: 2; DENV2 CPE: -3; C2C12 statin: -4; PglD inh: 3; SIRT5 block: -4

Results for C[C@H]1CN([C@@H](C)CO)S(=O)(=O)c2ccc(C#CCN(C)C)cc2O[C@@H]1CN(C)Cc1ccc(F)cc1 ?
S100A4 inh HTS: -1; DENV2 CPE: -1; C2C12 statin: -56; E-selectin induc: 0.4; ERp5 inh: 3; PglD inh: 5; SIRT5 block: -1

What do the screens show for `Cc1nn(C(=O)c2cccc([N+](=O)[O-])c2)c(C)c1Br`?
S100A4 inh HTS: -2; DENV2 CPE: 7; C2C12 statin: -2; E-selectin induc: 1.6; ERp5 inh: 1; PglD inh: 2; SIRT5 block: 0

What do the screens show for `CC(=O)NCCOc1nc(N2CCCCC2)nc(N2CCCCC2)n1`?
S100A4 inh HTS: -5; DENV2 CPE: 4; C2C12 statin: 13; E-selectin induc: 3.6; ERp5 inh: 2; PglD inh: -1; SIRT5 block: -2

Results for C[C@H](CO)N1C[C@H](C)[C@H](CN(C)CC2CCCCC2)Oc2ccc(NC(=O)Nc3ccc4c(c3)OCO4)cc2C1=O ?
S100A4 inh HTS: 3; DENV2 CPE: -15; C2C12 statin: -8; E-selectin induc: 349*; ERp5 inh: -4; PglD inh: 0; SIRT5 block: 8

What do the screens show for `COc1ccc(NC(=O)c2ccc3c(c2)S(=O)(=O)N=C2CCCCCN23)cc1S(N)(=O)=O`?
S100A4 inh HTS: 2; C2C12 statin: 9; E-selectin induc: 1.1; ERp5 inh: -1; PglD inh: 4; SIRT5 block: -4

What do the screens show for `Cc1ccc(CCNS(=O)(=O)c2ccc3c(c2)C(C)(C)C(=O)N3C)cc1`?
S100A4 inh HTS: 2; DENV2 CPE: 1; C2C12 statin: 20; E-selectin induc: 0.0; ERp5 inh: -6; PglD inh: -3; SIRT5 block: 7

How did COc1ccc(C(=O)NCCNC(=O)c2ccccn2)cc1 do in these assays?
S100A4 inh HTS: 6; DENV2 CPE: -5; C2C12 statin: 2; E-selectin induc: -0.1; ERp5 inh: -1; PglD inh: -2; SIRT5 block: -1

Results for Cc1ccc(S(=O)(=O)NC2CC(C)(C)NC(C)(C)C2)c(C)c1C ?
S100A4 inh HTS: -39; DENV2 CPE: 1; C2C12 statin: -8; ERp5 inh: -1; PglD inh: -1; SIRT5 block: -8

What do the screens show for `CSc1ncccc1C(=O)OCC(=O)C(C)(C)C`?
S100A4 inh HTS: 4; DENV2 CPE: 16; E-selectin induc: 1.7; ERp5 inh: -6; SIRT5 block: 0

Results for Cc1nn(-c2ccccc2)c(C)c1NC(=O)COC(=O)CC(C)c1ccccc1 (centres undefined) ?
S100A4 inh HTS: -4; DENV2 CPE: -2; E-selectin induc: -0.1; ERp5 inh: 2; SIRT5 block: 1

How did Cc1cc(C)cc(NC(=O)C2CCC(CNC(=O)[C@@H]3Cc4ccccc4CN3)CC2)c1 (some centres undefined) do in these assays?
S100A4 inh HTS: -1; DENV2 CPE: 2; C2C12 statin: -8; E-selectin induc: -0.1; ERp5 inh: -9; PglD inh: 1; SIRT5 block: 3

How did CCOCC(O)CS(=O)(=O)c1ccccn1 (centres undefined) do in these assays?
S100A4 inh HTS: -1; C2C12 statin: 0; ERp5 inh: 3; PglD inh: 1; SIRT5 block: -1

Screens: PubChem BioAssay, Broad Institute
